# Bioassay records deposited in PubChem BioAssay by National Center for Advancing Translational Sciences (NCATS).
# Akt phos inh – blocks phosphorylation of Akt | AID 651550 | Neuro2A IGF-stimulated pAkt S473 HTRF, 20 min; stronger effect = lower value | hit rate 0.32% among 360,000 | activity change, % for hits at 50 µM; in the data active means activity change below about -80%; inconclusive means mostly about -51% to -80%; further: on the % scale 0 is the no-effect control and ±100 the full control effect
#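 Neuro2A cells in DMEM with 0.5% FBS, overnight at 37 deg C, given compound at single 50 µM final, then IGF (6 nM final) for 20 min at 37 deg C. Lysed; phospho-Akt Ser473 by HTRF after 24 h, 665/615 ratio.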
# PTHR1 agonist – activates the human parathyroid hormone receptor PTHR1; HEK293 GP2 PTHR1 cells, GloSensor cAMP luminescence, 1 h; Potency, µM (titrated, usually from 115 µM), for inactives: at the top dose activation, usual class: activators; hit rate 0.075% among 410,000; AID 743266; further: potency means the concentration at half of the fitted maximal effect; nearly all actives have a fitted effect of over 55% in size; some results filed as inactive show a strong effect at the top dose; inactives centre near -15; many of its hits are not listed in these tables
# Target sequence (Q03431 whole entry, looked up): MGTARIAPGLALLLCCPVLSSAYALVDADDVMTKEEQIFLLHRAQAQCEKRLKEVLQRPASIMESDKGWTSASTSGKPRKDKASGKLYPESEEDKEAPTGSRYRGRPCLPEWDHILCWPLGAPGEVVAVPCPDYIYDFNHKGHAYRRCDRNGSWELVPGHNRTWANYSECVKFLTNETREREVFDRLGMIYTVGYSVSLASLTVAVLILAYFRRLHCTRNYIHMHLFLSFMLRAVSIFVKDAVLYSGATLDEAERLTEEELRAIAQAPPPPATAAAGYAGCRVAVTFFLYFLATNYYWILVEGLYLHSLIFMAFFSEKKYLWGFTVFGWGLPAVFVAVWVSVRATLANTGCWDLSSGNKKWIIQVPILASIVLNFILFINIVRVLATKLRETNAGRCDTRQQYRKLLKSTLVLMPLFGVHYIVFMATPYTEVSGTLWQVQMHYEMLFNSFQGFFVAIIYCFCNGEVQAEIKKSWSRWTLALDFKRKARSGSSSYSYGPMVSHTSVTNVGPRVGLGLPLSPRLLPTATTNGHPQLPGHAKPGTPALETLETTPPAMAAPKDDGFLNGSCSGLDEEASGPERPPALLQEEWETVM
#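 HEK-293-derived GP2 cells expressing PTHR1 and a GloSensor cAMP reporter, 3,000/well, plated overnight, given luciferin plus IBMX (each 0.5 mM as added) for 1 h at 37 °C, then compound for 1 h at 37 °C. Luminescence was read after 15 min at room temperature.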
# GLP-1R agonist – GLP-1 receptor (human) agonism | Potency, µM (series often up to 45.6 µM), inactives show at the top dose activation, most hits filed as activators | hit rate 0.007% among 380,000 | HEK293 GLP-1R CRE-luciferase, luminescence, 4-6 h; cells express a hypersensitive GLP-1R form | AID 624172; further: potency means the concentration at half of the fitted maximal effect; % of control where 0% means no effect
# GLP-1R inv ag – GLP-1 receptor (human) inverse agonism; Potency, µM (series often up to 38.3 µM), for the others: at the top dose activity change, negative = inhibition, usual class: inhibitors; hit rate 1.6% among 410,000; AID 624417; HEK293 GLP-1R CRE-luciferase, luminescence, 24 h; GLP-1R form is constitutively active; further: potency means the concentration at half of the fitted maximal effect; on the % scale 0 is the no-effect control and ±100 the full control effect; nearly all actives have a fitted effect of over 55% in size
#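 Cells are plated, allowed 12 hours at 37 deg C, then treated with compounds for 24 hr before luciferase detection reagent is added and luminescence is read after 12 min at room temperature. The HEK293 line carries constitutively active GLP-1R with a cAMP-responsive reporter.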
# Abeta rescue – A-beta toxicity reversal in yeast; yeast expressing A-beta42, growth rescue, OD600, 48 h; response scale: 0% DMSO, 100% iron-clioquinol control; Potency, µM (series often up to 46.1 µM), inactives show at the top dose growth rescue, hits mostly activators; hit rate 0.063% among 410,000; further: potency means the concentration at half of the fitted maximal effect; nearly all actives have a fitted effect of over 55% in size
#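 Growth rescue measured by 600 nm absorbance after 48 h yeast culture at 30 C with compound. Values normalized between DMSO and an equimolar ferric chloride plus clioquinol control.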
# FUS suppressor – FUS proteinopathy suppression in yeast | S. cerevisiae FUS-expressing, growth rescue, OD600, 24 h | hit rate 0.24% among 390,000 | Potency, µM (titrated, usually from 76.6 µM), inactives show at the highest dose growth rescue (activation), actives largely listed as activators;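 further: potency means the concentration at half of the fitted maximal effect; plate controls were DMSO vehicle for no effect and reference control for full effect; nearly all actives have a fitted effect of over 55% in size; some results filed as inactive show a strong effect at the top dose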
#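 Cultures pregrown in 2.5% raffinose medium are shifted to minimal medium containing 2% galactose to express toxic FUS. Compounds are tested at several concentrations. After 24hr at 30C, growth is quantified at 600 nm absorbance.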
# aSyn rescue – rescues yeast growth from alpha-synuclein toxicity; Yeast expressing alpha-synuclein, growth rescue, BacTiter-Glo, 24 h; Potency, µM (highest dose often 46.1 µM), without a hit: at the highest dose growth rescue (activation), actives largely listed as activators; hit rate 0.14% among 370,000; further: potency means the concentration at half of the fitted maximal effect; % of control where 0% means no effect; nearly all actives have a fitted effect of over 65% in size
#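 Rescue of yeast growth: cells expressing toxic alpha-synuclein, induced in galactose at OD600 0.02, incubated with compound 24 h at 30 C. ATP luminescence quantified growth; inhibitors of toxicity appear as activators.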
# TDP-43 yeast inh – inhibitors of TDP-43 toxicity in yeast | TDP-43 expressing yeast growth rescue, BacTiter-Glo, 24 h | Potency, µM (highest dose often 46.1 µM), for inactives: at the top dose growth rescue (activation), actives largely listed as activators | hit rate 1.8% among 410,000; further: potency means the concentration at half of the fitted maximal effect; % of control where 0% means no effect; nearly all actives have a fitted effect of over 50% in size
#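 Readout is BacTiter-Glo luminescence of cell growth, so inhibitors register as activators. TDP-43-expressing yeast at OD600=0.02 in galactose medium, after raffinose pregrowth to mid-log, were incubated with compound for 24 hr at 30 deg C.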
# DRD3 antagonist – D3 dopamine receptor (human) antagonism. D3R cells, DiscoveRx beta-arrestin luminescence, antagonist mode; stronger effect = lower value. max response, negative = inhibition, %. hit rate 2.5% among 360,000; in the data active means max response below about -50%; inconclusive means no clear call, values can overlap the other calls; further: on the % scale 0 is the no-effect control and ±100 the full control effect; mostly tested at two doses, the higher about 12 µM
# Target sequence (P35462 whole entry, looked up): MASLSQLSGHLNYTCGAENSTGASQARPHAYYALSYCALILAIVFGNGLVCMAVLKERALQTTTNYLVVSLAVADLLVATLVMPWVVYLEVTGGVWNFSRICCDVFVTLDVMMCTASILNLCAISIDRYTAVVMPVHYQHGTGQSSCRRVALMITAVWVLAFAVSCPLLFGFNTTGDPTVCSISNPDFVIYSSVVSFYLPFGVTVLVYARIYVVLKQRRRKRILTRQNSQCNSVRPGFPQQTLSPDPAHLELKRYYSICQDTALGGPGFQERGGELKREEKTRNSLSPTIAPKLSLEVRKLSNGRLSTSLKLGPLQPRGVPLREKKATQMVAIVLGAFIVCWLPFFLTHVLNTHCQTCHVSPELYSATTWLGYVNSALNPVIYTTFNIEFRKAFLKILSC
#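 Cells plated overnight at 1500 cells/well, then exposed to library compounds with dopamine controls for 90 minutes at 37 degrees C. DiscoveRx reagent added for 30–60 minutes at room temperature; luminescence read, quantitative HTS format.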
# * marks the source's active call; other numbers are inactive results; i = inactive; ? = inconclusive; · = no result given; & = joins results of further samples; [ ] = another dose, or the depositor's remark. Unless noted, the call rests on the fitted dose curve; in most records, active means well fitted curve in the direction sought with a large enough effect; inconclusive means small, poorly fitted or top-dose-only effect, or another doubt; inactive means no such curve, though single readings can be large; an effect the other way counts as inactive or inconclusive.
SMILES,Akt phos inh,PTHR1 agonist,GLP-1R agonist,GLP-1R inv ag,Abeta rescue,FUS suppressor,aSyn rescue,TDP-43 yeast inh,DRD3 antagonist
Cc1ccc(Nc2c(-c3ccc(C)s3)nc3ccccn23)cc1,·,-19%,8%,?,0%,0%,-21%&-22%,7%,·
COc1ccccc1CN1CC(C(=O)N2CCC(OC)CC2)CCC1=O (configuration not stated),i,3%,4%,10%,4%,·,2%,-8%,-11
CCCCN(CC)CCNC(=O)CNC(=O)Cn1ccc2ccccc2c1=O,i,i,-1%,13%,14%,-1%,4%,24%,12
CC(=NNC(N)=S)c1ccc2cc3c(cc2c1)OCO3,i,-16%,18%,2.8µM*,?,-4%,-1%,?,?
CCc1cccc(C)c1NS(=O)(=O)Cc1ccccc1,i,i,-1%,-22%,?,11%,7%,23%,-10
O=C(COC(=O)c1ccc(O)cc1)NC(c1ccccc1)c1ccccc1,i,-8%,14%,?,12%,·,10%,4%,3
OCCNc1nc(N2CCCC2)nc(N2CCCC2)n1,i,-46%[inhibitor][57.5 µM],7%,5%,-4%,?,0%,2%,8
Cc1cccc2cc(C#N)c(SCC(=O)N3CCC(C)CC3)nc12,i,i,-8%,-15%,20%,5%,1%,9%,-5
COc1ccc(OC)c(/C=N/NC(=O)c2cc3c(OC)cc(OC)cc3[nH]2)c1,i,-3%,0%,-29%,-4%,39%,-3%,-14%,14
COc1cccc(NC(=O)CN(C)C(=O)COc2ccccc2Cc2ccccc2)c1,i,-28%,-2%,?,4%,·,10%,11%,-7
Cc1cc(C)c(CN2CCN(C(=O)Cn3cnc4c(OCc5ccccc5)ncnc43)CC2)c(C)c1,i,-42%[inhibitor],0%,6.3µM*,1%,21%,3%,1%,14
CSCCC(NS(=O)(=O)c1ccc2c(c1)OCCO2)C(=O)N(C)Cc1ccc(F)cc1 (configuration not stated),i,-16%,10%,?,10%,14%,4%,12%,24
CSc1ccccc1OCc1cc(C(=O)N2CCCC2c2nonc2C)no1 (configuration not stated),i,-32%,15%,-25%,13%,1%,15%,?,0
O=C1NC[C@H](CCCCN2C[C@H](Cc3ccc(O)cc3)N(CC3CCCCC3)C(=O)C2=O)N(CC2CCCCC2)C1=O,i,10%,-1%,26%,2%,29%,8%,27%,24
Cc1cc(C)c2[nH]c(=O)c(C(c3nnnn3Cc3ccc4c(c3)OCO4)N3CCCCC3)cc2c1 (configuration not stated),i,i,-20%,0%,-3%[9.22 µM],-28%,3%,-1%,-21
COc1ccccc1-n1cc(-c2ccc(C)cc2)[nH]c1=S,i,-36%,6%,?,1%,12%,0%,23%,-1
COCc1cc(C)nc2sc3c(c12)NC(c1ccc(NC(C)=O)cc1)N(c1ccc(C)cc1)C3=O (configuration not stated),·,i,·,55%[activator],-16%,?,·,12%,·
CS(=O)(=O)N1CCN(c2ccccc2[N+](=O)[O-])CC1,i,i,0%,-3%,-10%,-8%,0%,7%,5
CCOC(=O)c1ccc(NC(=O)c2nc[nH]c2C(=O)NC2CCN(C(=O)OC(C)(C)C)CC2)cc1,i,14%,0%,8%,3%,?,2%,16%,9
O=C(Nc1ccc2c(c1)OCCO2)C1c2ccccc2OCC(=O)N1CC(F)(F)F (configuration not stated),i,21%,15%,19%,-46%[inhibitor],9%,0%,5%,0
O=C(Cn1c[n+](CC(=O)c2ccc([N+](=O)[O-])cc2)cn1)c1ccc([N+](=O)[O-])cc1,i,?,-3%&-1%,-27%&-13%,-8%&-20%,?,-4%&-14%,-14%&18%,-5&0
CCc1c(C(=O)NC2CCCCC2)[nH]c(C)c1C(C)=O,i,-6%[57.5 µM],3%,2%,3%,18%,1%,28%,12
COc1cc2c(-c3ccc4cc[nH]c4c3)c(-c3ccsc3)oc(=O)c2cc1OC,i,0%,8%,-4%,8%,21%,1%,33%,2
Cc1cccc(N(C(=O)c2csnn2)C(C(=O)NC(C)(C)C)c2cccs2)c1 (configuration not stated),i,i,9%,-10%,12%,10%,-3%,-17%,11
CCCN(CC(=O)Nc1cc(Cl)ccc1Cl)C(=O)/C=C/c1cc(OC)ccc1OC,i,-4%,18%,?,-7%,?,-3%,?,11
COCCNC(=O)C(c1ccc(F)cc1)N(C(=O)CCC(=O)Nc1ccccn1)c1cccc(C)c1 (configuration not stated),i,-14%,12%,8%,18%,15%,3%,4%,-2
CSc1ccc(C(=O)C2CCCN(C(=O)CN3CCOC3=O)C2)cc1 (configuration not stated),i,-22%,0%,15%,1%,·,6%,4%,-2
Cc1nc(Oc2ccccc2C)c2oc3ccccc3c2n1,·,-34%[inhibitor],·,?,-1%,14%,·,22%,·
CC(=O)c1cc2c(cc1NC(=O)CSc1ccc(S(=O)(=O)N(C)C)cn1)OCO2,i,-1%,2%,13%,-12%,·,-1%,7%,-8
Cc1cc(C(=O)CSc2nnc(-c3ccco3)o2)c(C)n1-c1ccc2c(c1)OCCO2,i,-35%[inhibitor][57.5 µM],-11%,?,5%,17%,4%,9%,87
O=C(CSc1nnc(-c2ccco2)o1)NC1CC2CCC1C2 (configuration not stated),i,i,2%,0%,18%,-1%,-1%,-15%,4
CS(=O)(=O)c1ccc2nc(NC(=O)C3CC(=O)N(c4ccc(F)cc4)C3)sc2c1 (configuration not stated),i,-14%,0%,-4%,-9%,7%,0%,-19%,-1
Cn1c(=O)c2c(nc(CN3CCC(C(N)=O)CC3)n2Cc2ccccc2Cl)n(C)c1=O,i,i,5%,-4%,-8%,16%,2%,2%,4
O=C(Nc1ccccc1NC(=O)c1ccccc1Cl)c1ccccc1Cl,i,i,-6%,-29%,0%,-18%,-1%,15%,25
COc1ccccc1/C=C/C(=O)NCc1ccccn1,i,0%,13%,7%,0%,12%,4%,-8%[0.397 µM],-6
COc1cc(/C=N/N2CCN(Cc3ccc(Cl)cc3)CC2)cc(Br)c1O,i,-43%[inhibitor],7%,?,7%,-20%,10%,3%,-14
COc1ccc(C(=O)OCCOc2ccccc2C(C)=O)c(O)c1,i,10%,15%,-24%,-6%,0%,0%,0%,-2
COc1ccc(C2Nc3ccccc3C(=O)N2Cc2ccccc2)cc1COc1ccccn1 (configuration not stated),i,i,9%,3%,10%,13%,6%,-8%,6
COc1ccc(S(=O)(=O)N2CCOC23CCN(S(=O)(=O)c2ccccc2)CC3)cc1,i,-15%,-5%,17%,2%,5%,9%,10%,9
COc1ccc(C(=O)Nc2cccc(-c3ccc4nncn4n3)c2)cc1,i,i,7%,101%[activator],-6%,15%,1%,-15%,9
CC(Sc1nncs1)C(=O)NCc1ccc2c(c1)OCO2 (configuration not stated),i,-7%[57.5 µM],-7%,7%,23%,2%,0%,-8%,6
O=C(CN1C(=O)S/C(=C\c2ccccc2)C1=O)NCCCn1ccnc1,i,i,1%,?,-5%,3%,6%,-16%,15
O=C(COc1ccc(Cl)cc1)N(Cc1ccc(F)cc1)C1CCS(=O)(=O)C1 (configuration not stated),i,i,10%,?,14%,9%,1%,-2%,2
CCOC(=O)C1CCCN(C2CC(=O)N(c3ccccc3)C2=O)C1 (configuration not stated),i,0%,-7%,10%,-76%[inhibitor],2%,0%,18%,15
COc1ccc(CC(=O)Nc2ccc(S(=O)(=O)Nc3nccs3)cc2)cc1,i,i,5%,6%,-14%,30%,-11%,-13%,-3
COc1nc(=O)n(C2OC(CO)C(O)C2O)cc1C (configuration not stated),i,-32%,-1%,10%,4%,·,-1%,29%,5
Cc1ccc(C(=O)CCC(=O)NNC(=O)c2ccccc2O)cc1,i,i,1%,3%,-21%,-3%,-7%,22%,1
Cc1cccc(N2CCN(C(=S)c3ccc([N+](=O)[O-])cc3)CC2)c1,i,i,0%,-25%,-15%,·,-40%[inhibitor],-2%,2
COc1ccc(OC)c(CNS(=O)(=O)c2ccc3[nH]c4c(c3c2)CCCCC4)c1,·,-35%[inhibitor],-9%,?,7%,35%,6%,0%,·
O=C(c1cc(-c2ccc(Cl)cc2)n(-c2ccc(Cl)cc2)n1)N1CCOCC1,·,-3%[57.5 µM],-13%,?,-34%[inhibitor],28%,-1%,?,-1

# By substructure, the entries above containing a furan ring, fused or not (3)
SMILES,Akt phos inh,PTHR1 agonist,GLP-1R agonist,GLP-1R inv ag,Abeta rescue,FUS suppressor,aSyn rescue,TDP-43 yeast inh,DRD3 antagonist
Cc1nc(Oc2ccccc2C)c2oc3ccccc3c2n1,·,-34%[inhibitor],·,?,-1%,14%,·,22%,·
Cc1cc(C(=O)CSc2nnc(-c3ccco3)o2)c(C)n1-c1ccc2c(c1)OCCO2,i,-35%[inhibitor][57.5 µM],-11%,?,5%,17%,4%,9%,87
O=C(CSc1nnc(-c2ccco2)o1)NC1CC2CCC1C2 (configuration not stated),i,i,2%,0%,18%,-1%,-1%,-15%,4

# Going on with the list:
SMILES,Akt phos inh,PTHR1 agonist,GLP-1R agonist,GLP-1R inv ag,Abeta rescue,FUS suppressor,aSyn rescue,TDP-43 yeast inh,DRD3 antagonist
CN(C)S(=O)(=O)c1cccc(C(=O)N=C2N=C3C=CC(Cl)=CN3Cc3ccccc32)c1,i,-10%,7%,64%[activator],-6%,20%,0%,10%,6
CCOC(=O)C1CCN(C(=O)/C(C)=C\c2ccccc2)CC1,i,3%,-1%,7%,-4%,-14%,1%,-7%,-3
O=C1NN(c2ccccc2)C(=O)/C1=C\c1ccc(-c2cc([N+](=O)[O-])ccc2O)o1,i,-27%,2%,?,-17%,13%,-16%,-14%,-20
C=CCn1c(SCc2nc(N)nc(N(C)C)n2)nnc1-c1cccnc1,i,i,-5%,0%,1%,·,0%,19%,35
CCN(CC(=O)Nc1c(F)cccc1F)C(=O)CCc1nc2sc3c(c2c(=O)[nH]1)CCCC3,i,?,0%,-8%,4%,?,-4%,11%,-11

# The list is partial; count on the stated rates, not on these rows.
